High-throughput results deposited in PubChem by several laboratories.
CHRM1 PAM – human CHRM1 positive allosteric modulation; P11229; CHO-K1 hM1, Fluo-8 calcium fluorescence, ACh EC20; 0% = ACh EC20, 100% = maximal ACh; activation, % at 3 µM; hit rate 0.088% among 360,000; AID 588819; in the data active means activation above about 19%, passing the limit was not always enough
Target sequence (P11229 whole entry, looked up): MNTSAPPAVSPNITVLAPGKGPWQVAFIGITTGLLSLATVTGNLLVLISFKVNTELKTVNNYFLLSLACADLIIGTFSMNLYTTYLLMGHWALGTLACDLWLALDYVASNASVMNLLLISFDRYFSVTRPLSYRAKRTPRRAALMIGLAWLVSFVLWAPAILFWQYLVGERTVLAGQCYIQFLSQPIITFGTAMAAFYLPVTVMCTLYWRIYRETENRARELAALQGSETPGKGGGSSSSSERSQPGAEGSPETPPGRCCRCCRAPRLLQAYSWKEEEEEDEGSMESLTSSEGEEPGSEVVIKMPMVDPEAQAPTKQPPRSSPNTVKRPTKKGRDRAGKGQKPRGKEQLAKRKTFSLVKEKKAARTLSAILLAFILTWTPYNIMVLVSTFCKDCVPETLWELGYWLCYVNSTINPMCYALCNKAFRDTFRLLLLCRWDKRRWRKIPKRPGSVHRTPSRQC
CHRM1 antagonist – antagonists of human M1 muscarinic receptor | AID 588852 | hit rate 1.3% among 360,000 | P11229 | inhibition, % at 3 µM | CHO-K1 hM1, Fluo-8 calcium fluorescence, ACh EC80 antagonist;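 active means percent inhibition above its own plate's cutoff, namely the mean of that plate's compound wells plus 3 SD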;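 further: peak over basal fluorescence ratio during 140 s after agonist addition; 0% = ACh EC80 plus DMSO and 100% = DMSO alone without agonist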
M5 antag – CHRM5 antagonism in calcium assay | P08912 | CHO-hM5 cells, Fluo-8 calcium fluorescence, ACh EC80 | inhibition, % at 3 µM | hit rate 0.59% among 360,000;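 active means inhibition above a per-plate cutoff, the mean of that plate's test compounds plus 3 SD, cut at about 27% in these data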;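 further: 0% = acetylcholine EC80 with DMSO and 100% = DMSO without agonist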
Target sequence (P08912 whole entry, looked up): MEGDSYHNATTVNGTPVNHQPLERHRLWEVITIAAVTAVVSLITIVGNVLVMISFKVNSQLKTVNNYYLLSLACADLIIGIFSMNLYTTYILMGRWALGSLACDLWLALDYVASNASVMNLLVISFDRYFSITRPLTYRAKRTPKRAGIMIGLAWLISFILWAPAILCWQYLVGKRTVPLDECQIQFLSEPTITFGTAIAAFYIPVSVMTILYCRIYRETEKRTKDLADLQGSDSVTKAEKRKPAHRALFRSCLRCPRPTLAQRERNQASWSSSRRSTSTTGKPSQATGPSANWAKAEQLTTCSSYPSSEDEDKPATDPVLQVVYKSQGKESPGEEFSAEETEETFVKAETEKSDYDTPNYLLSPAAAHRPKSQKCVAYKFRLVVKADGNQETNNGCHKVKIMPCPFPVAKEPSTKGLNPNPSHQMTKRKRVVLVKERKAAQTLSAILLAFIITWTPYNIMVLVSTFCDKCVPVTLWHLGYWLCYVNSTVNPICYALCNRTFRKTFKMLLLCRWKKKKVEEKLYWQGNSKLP
CHRM4 PAM – positive allosteric modulators of human muscarinic M4 receptor | P08173 | hit rate 0.4% among 360,000 | activation, % at 3 µM | CHO-K1 hM4/Gqi5, Fluo-8 calcium fluorescence, ACh EC20; 0% = ACh EC20, 100% = maximal ACh;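 active means activation above its plate's cutoff, the mean activation of sample wells plus 3 SD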; further: some results filed as inactive read as strong as hits
CHRM4 antagonist – antagonists of human muscarinic M4 receptor (CHRM4). hit rate 0.73% among 360,000. CHO-hM4 cells, ACh EC80, Fluo-8 calcium fluorescence. AID 624125. inhibition, % at 3 µM. P08173;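 active means inhibition above its plate's cutoff, the mean inhibition of sample wells plus 3 SD, cut at about 27% in these data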;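 further: 0% = acetylcholine EC80 with DMSO and 100% = DMSO without agonist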
CRFR2-BP ag – CRF-BP/CRF-R2 complex agonism; HEK293 CRF-R2/CRF-BP, calcium dye fluorescence (FLIPR); percent of saturating CRF peptide response; activation, % at 13.2 µM; hit rate 0.46% among 350,000; AID 588473;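 active means activation of at least 50%, plus an integration ratio under a set limit after plate pattern correction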;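 further: plate controls were neutral control wells without compound for no effect and CRF at EC100 for full effect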
CHRM5 agonist – agonists of human muscarinic M5 receptor (CHRM5); activation, % at 3 µM; hit rate 0.19% among 360,000; CHO-K1 hM5 cells, Fluo-8 calcium fluorescence; 0% DMSO wells, 100% maximal acetylcholine response; P08912;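 active means activation above the run's mean over test compounds plus 3 SD, cut at about 23% in these data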;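 further: signal is peak over basal fluorescence ratio across the kinetic read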
M5 PAM – positive allosteric modulators of human muscarinic M5 receptor; P08912; CHO-K1 hM5, Fluo-8 calcium, ACh EC20 PAM; 0% = ACh EC20, 100% = ACh EC100; activation, % at 3 µM; hit rate 0.3% among 360,000;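 active means activation above the run cutoff, the mean activation of all test compounds plus 3 SD, cut at about 18% in these data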
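Test system: CHO-K1 hM5 cells / Doses: single-point, 3 µM nominal / Times: Post-acetylcholine fluorescence recording 140 s / Technique: Fluo-8 calcium fluorescence / Measure: Max/basal fluorescence ratio as % of EC20–EC100 ACh window / Benchmarks: low control EC20 acetylcholine (0%), high control EC100 acetylcholine (100%) / Replicates: one well per compound, no replicates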
M4 ag – agonists of human muscarinic M4 receptor (CHRM4) | P08173 | CHO-K1 hM4/Gqi5, Fluo-8 calcium fluorescence; vehicle 0%, full acetylcholine response 100% | activation, % at 3 µM | hit rate 0.14% among 360,000 | AID 624127;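 active means activation above the run mean over all test wells plus 3 SD, cut at about 32% in these data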;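 further: peak over basal fluorescence ratio per well then scaled between controls; 0% = DMSO wells and 100% = acetylcholine at EC100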
Active calls of the source: *; / = not tested or not shown.

SMILES	CHRM1 PAM	CHRM1 antagonist	M5 antag	CHRM4 PAM	CHRM4 antagonist	CRFR2-BP ag	CHRM5 agonist	M5 PAM	M4 ag
O=C(CC(c1ccccc1)c1ccccc1)Nc1ccc(C(=O)O)cc1	11	-8	15	8	3	-2.8	-4	-2	0
O=C(NCCc1ccccn1)c1ccc(OC2CCN(Cc3ccccn3)CC2)cc1	7	-4	-2	-1	1	0.7	-4	2	1
Cc1ccc(O)c(/C=N/NC(=O)c2[nH]ncc2Br)c1	13	-16	2	13	3	23	-1	4	0
Cc1ccc(-c2nc3cc(Br)cnc3nc2-c2ccc(C)cc2)cc1	1	5	3	-8	-9	-0.5	0	2	0
CC(=O)SCC(C)C(=O)NCc1ccccc1 (centres undefined)	0	4	-6	7	-8	0.0	5	1	0
COc1ccc(OC)c(/C=N\Nc2nccs2)c1	-2	-2	8	-16	6	0.4	0	-1	0
CC(=O)OCn1ncc(N2CCOCC2)c(Br)c1=O	15	-20	4	4	1	-0.7	1	7	0
O=C(Nc1ccc(CN2CCCCC2)cc1)c1ccc2c(c1)OCO2	-8	10	6	1	-3	0.0	-7	-4	0
COCCn1c(SCC(=O)NNC(=O)Cc2ccccc2)nc2ccccc2c1=O	9	-6	10	1	15	-2.2	-1	-3	1
CC(=O)Nc1ccc2nc(CN3CCN(Cc4ccc(F)cc4)C(CCO)C3)ccc2c1 (centres undefined)	16	-14	-4	-1	0	-0.6	-1	4	0
C(=C\c1ccccc1)/CN1CCN(C(CCc2ccccc2)c2nnnn2-c2ccc3c(c2)OCCO3)CC1 (centres undefined)	-4	-7	-4	-6	-22	/	-1	-4	2
COc1cc2cc(/C=C/C(=O)c3ccco3)c(Cl)nc2cc1OC	6	-5	2	1	2	8.4	-5	5	2
CCNC(=S)NNC(=O)c1cc(Br)cs1	-1	0	10	5	-11	0.6	2	-6	1
Cc1cc(N)n2nc(-c3ccc(C(C)(C)C)cc3)cc2n1	5	-19	-2	-2	1	0.1	-2	-1	2
O=C(OCCN1C(=O)c2cccc3c(N4CCOCC4)ccc(c23)C1=O)c1ccc(Cl)cc1	10	-3	-8	3	-5	366*	0	-1	2
CCOc1ccc(/C(O)=C2/C(=O)C(=O)N(CCOCCO)C2c2ccccn2)cc1 (centres undefined)	0	-7	-5	9	-17	0.5	-3	-3	0
CN(C)C=NC(=O)c1cn(-c2ccc(F)cc2)c(=O)c2ccccc12	12	-7	5	4	-1	-0.1	0	-6	1
CC(C(=O)Nc1cc(Cl)cc(Cl)c1)N1CCCC1 (centres undefined)	-3	5	22	-10	4	4.5	-6	-5	2
CC[C@H](C)[C@@H]1OC(=O)[C@@H](C)[C@@H](CC)NC(=O)[C@H](C)N(C)C(=O)C(C)(C)C(=O)C(C)NC(=O)[C@H](Cc2ccccc2)N(C)C(=O)[C@H](C(C)C)N(C)C(=O)CNC(=O)[C@H](CC(C)C)N(C)C(=O)CNC1=O (some centres undefined)	9	-38	-4	9	-16	/	-1	14	0
CC(C)Oc1ccc(C(=O)Nc2ccc(S(=O)(=O)N3CCN(C)CC3)cc2)cc1	-8	-5	3	-3	0	0.3	-10	3	6
CCCSc1nnc(NC(=O)Nc2ccccc2OC)s1	7	-16	-7	-1	-6	1.5	5	9	2
O=C1CCC(=O)N1c1ccc(NCCc2ccccc2F)c([N+](=O)[O-])c1	8	-15	11	14	-6	-4.4	-5	-1	0
CS(=O)(=O)c1ccc(-n2c(=O)n(Cc3ccccc3)c(=O)c3[nH]cnc32)cc1	-1	5	14	5	-6	-1.7	-4	-6	0
CC(C)CCOc1ccc(C2(C)NC(=O)NC2=O)cc1 (centres undefined)	3	-10	3	-6	9	-0.8	4	-8	4
Cc1cccc(C)c1NC(=O)CNC(=O)c1cccc(S(=O)(=O)NCc2cccs2)c1	3	-2	6	1	2	-1.3	0	5	2

Entries above marked active in CRFR2-BP ag.
SMILES	CHRM1 PAM	CHRM1 antagonist	M5 antag	CHRM4 PAM	CHRM4 antagonist	CRFR2-BP ag	CHRM5 agonist	M5 PAM	M4 ag
O=C(OCCN1C(=O)c2cccc3c(N4CCOCC4)ccc(c23)C1=O)c1ccc(Cl)cc1	10	-3	-8	3	-5	366*	0	-1	2

More records.
SMILES	CHRM1 PAM	CHRM1 antagonist	M5 antag	CHRM4 PAM	CHRM4 antagonist	CRFR2-BP ag	CHRM5 agonist	M5 PAM	M4 ag
COc1ccccc1NS(=O)(=O)c1cccc(C(=O)NN=C2CCCC2)c1	7	-3	3	-5	2	3.6	0	2	4
CCCCn1nnc(NC(=O)Cc2ccc(Cl)cc2)n1	6	-9	3	18	2	-2.2	-5	4	-1
COC(=O)Cc1ccc(NC(=S)Nc2ccccn2)cc1	2	2	0	5	2	1.0	2	-6	2
CC(Nc1nc(N2CCCC2)nc2ccccc12)c1ccccc1 (centres undefined)	-5	-6	8	-3	-2	1.5	-2	-5	0
Cn1c(Nn2cnnc2)nc2ccccc21	3	-4	0	2	-1	-1.0	-4	-6	0
c1ccc(CNc2ncnc3scc(-c4cccs4)c23)nc1	-14	30*	28*	-12	5	-6.6	-4	-24	14
NC(=O)CNC(=O)C1CCN(S(=O)(=O)c2ccc(-n3cnnn3)cc2)CC1	14	-10	5	1	-7	0.8	-4	6	1
C=CCNc1nc(Nc2ccc(-c3nc4ccccc4o3)cc2)nc(N2CCOCC2)n1	2	1	6	11	-6	5.4	1	-5	3
O=C(CSc1nnc(-c2ccc(F)cc2)o1)Nc1ccc(S(=O)(=O)N2CCCCCC2)cc1	-8	1	12	-2	9	1.3	2	-7	4
CCc1nc2ccc(C(=O)NCc3ccc(OC)cc3)cn2c1N(CC)Cc1cccc(Br)c1	-9	8	25	-9	11	/	0	-3	0
CCC(=O)c1ccc(OCC(=O)NCCCN2CCOCC2)cc1	14	-12	2	3	-3	0.8	2	5	1
C(=Cc1c[nH]c2ccccc12)c1nccc2ccccc12	-9	8	22	2	-6	18	10	-4	4
COc1cccc(-c2csc(N3CCN(C(=O)NC45CC6CC(CC(C6)C4)C5)CC3)n2)c1	-1	0	1	-2	8	-0.2	-2	-4	0
OCc1ccccc1-c1ccc2nccn2c1	10	-19	-2	0	-8	/	0	-1	0
Cn1c(=O)[nH]c(=O)c2c1nc(Br)n2CCC(=O)c1ccccc1	4	-7	-5	2	1	-2.8	-2	1	1
Cc1ccc(NC(=O)CCN2C(=O)NC3(CCCC3)C2=O)cc1	14	-16	2	14	-1	-2.8	1	5	2
COc1ccc(OCCC(=O)NCCN2CCOCC2)cc1	3	6	5	14	10	-4.1	-3	8	1
CCC(=O)N1CCC2(CC1)Oc1ccc(F)cc1C(=O)C21CC(c2ccccc2)=NO1 (centres undefined)	-11	13	11	-12	7	-0.9	2	-13	17
Cc1cc(C)c(NC(=O)CN2C(=O)NC(Cc3ccccc3)C2=O)c(C)c1 (centres undefined)	13	-8	-2	13	3	-0.4	-1	11	-1
CCCCOC(=O)Nc1cccc(Cl)c1C	-3	1	-4	7	-1	-0.4	-6	0	0
O=C(NNC(=O)C1CCC(C(=O)NNC(=O)c2cccs2)CC1)c1cccs1 (centres undefined)	12	-7	-11	10	8	2.3	5	4	1
CC(C)C1C(=O)N(Cc2cn(Cc3ccco3)nn2)CCS(=O)(=O)N1Cc1ccc(-c2ccc(Cl)cc2)cc1 (centres undefined)	0	1	2	1	-9	3.8	-1	2	2
OCCCCCCNc1ccc(CCO)cc1	8	1	0	2	-12	/	1	0	0
N#Cc1ccc(Oc2ccc(-c3nc4ccccc4nc3-c3ccccc3)cc2)cc1C#N	4	-1	7	8	0	-1.8	1	-3	2
O=C(NCCCN1CCN(c2ccc(F)cc2)CC1)NC12CC3CC(CC(C3)C1)C2	8	-7	23	-14	8	0.5	-2	-7	13

Next records:
SMILES	CHRM1 PAM	CHRM1 antagonist	M5 antag	CHRM4 PAM	CHRM4 antagonist	CRFR2-BP ag	CHRM5 agonist	M5 PAM	M4 ag
CCOC(=O)C1CCN(C(=O)c2ccc(NS(=O)(=O)c3ccc4[nH]c(=O)[nH]c4c3)cc2)CC1	28	-17	1	0	-2	-0.3	1	2	0
CCN(CC)c1ccc(NC(=O)c2ccc(=O)[nH]c2)cc1S(=O)(=O)Nc1ccccc1OC	8	-18	3	1	1	-0.6	-15	-1	1
CCCCOc1ccc(/C=N/NC(=S)Nc2cccc(C)c2C)cc1	2	1	1	-2	5	1.9	-1	-4	0
COc1ccccc1NC(=S)NC(=O)c1c(-c2ccccc2Cl)noc1C	4	-5	0	-2	0	4.4	-2	-4	-2
CC1(C)CC(=NOC(=O)c2ccccc2)CC(C)(C)N1	4	4	-1	5	-1	1.0	-2	0	1
Cc1ccccc1C(=O)N1CCN(c2ccc(NC(=S)NC(=O)c3ccco3)cc2)CC1	-9	15	4	-7	16	2.9	5	-10	20
CC(C(=O)Nc1ccccn1)N1C(=O)c2ccccc2S1(=O)=O (centres undefined)	7	-6	-4	-1	5	-0.2	3	4	0
O=C1CSC(=Nc2ccccc2)N1	8	-20	3	7	1	-0.1	-1	-4	0
CC(=O)Nc1sc(N/N=C\c2ccccc2Cl)nc1-c1cccs1	5	-1	0	-5	10	-2.4	-2	-1	0
CC1C(=O)Nc2ccccc2N1C(=O)c1cccc(C(F)(F)F)c1 (centres undefined)	-1	-1	9	-3	-1	-0.6	1	-4	1
O=[N+]([O-])c1ccccc1N/N=C/c1cccc(O)c1O	6	-4	2	-4	-8	-1.6	3	5	3
CCOC(=O)CCCNC(=O)CCNC(=O)c1ccc(OCCC(C)C)cc1	6	-7	12	-6	-2	-0.5	2	0	3
O=C(Cn1c(C(F)(F)F)nc2ccccc21)NCCN1CCCC1	6	-10	-7	12	-12	3.8	-5	6	1
O=C1c2cccnc2C(=O)N1Cc1ccc2c(c1)OCO2	4	17	10	-5	4	-0.4	2	-1	1
Nc1nonc1N/N=C/c1c(O)ccc2ccccc12	-5	2	0	-2	-2	-0.1	1	-7	11
O=S(=O)(NCCOc1ccccc1F)c1cccc(Br)c1	0	5	0	8	-10	3.8	0	-3	2
COC(=O)Nc1ccc(S(=O)(=O)N2CCCC(C(=O)O)C2)cc1 (centres undefined)	-1	4	15	-10	3	-1.0	1	-7	0
O=C(N/C(=C/c1cccs1)C(=O)N1CCOCC1)c1cccs1	-1	-1	-4	2	4	-0.3	-2	-6	1
CCOc1ccc(N/C=C/C(=O)c2ccc(C)cc2)c([N+](=O)[O-])c1	5	-9	6	-1	6	3.5	-1	3	1
[O-][n+]1onc2c1CCc1c-2nn(-c2ccccc2Cl)[n+]1[O-]	7	-10	1	8	-4	-1.4	1	4	0
Cc1c(Cl)cccc1N1C(=O)C2ON(c3ccccc3)C(c3cccnc3)C2C1=O (centres undefined)	1	3	5	-9	-1	0.4	3	-16	8
CC(NC(=O)c1ccco1)c1nc(-c2ccc(Cl)cc2)no1 (centres undefined)	11	-6	11	-12	1	0.5	0	-3	8
Cc1[nH]c(=O)[nH]c(=O)c1Sc1ccccc1[N+](=O)[O-]	18	-20	3	5	-20	0.1	-1	7	0

Entries of single compounds, looked up by structure. Order of screens: CHRM1 PAM | CHRM1 antagonist | M5 antag | CHRM4 PAM | CHRM4 antagonist | CRFR2-BP ag | CHRM5 agonist | M5 PAM | M4 ag
Record of Cc1[nH]c(=O)[nH]c(=O)c1Sc1ccccc1[N+](=O)[O-] = 18 | -20 | 3 | 5 | -20 | 0.1 | -1 | 7 | 0
Record of CC(=O)SCC(C)C(=O)NCc1ccccc1 (centres undefined) = 0 | 4 | -6 | 7 | -8 | 0.0 | 5 | 1 | 0
